Screening data as filed in PubChem.
PfHsp40 rescue = rescue of yeast from PfHsp40 toxicity, primary screen, S. cerevisiae, ATP luminescence; S. cerevisiae expressing PfHsp40, growth rescue; growth rescue, % at 12.5 µM; hit rate 0.68% among 340,000; in the data active = growth rescue above about 28%, passing the limit was not always enough;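 also: yeast W303a lacking pdr1 and pdr3 grown in galactose medium; growth measured after three days at 30 °C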
Yp Topo-I inh = Yersinia pestis topoisomerase I inhibitors, primary screen, biochemical, cleavage product accumulation, plate reader, single point. DNA topoisomerase I (Yersinia pestis CO92). Y. pestis Topo-I cleavage product accumulation. activity, % at 10 µM. hit rate 0.064% among 360,000. AID 504884, 2011; in the data active = activity above about 50%, passing the limit was not always enough; also: inactives centre near 2
Rv3671c protease = Rv3671c serine protease inhibitors, primary screen, biochemical, fluorescence polarization, M. tuberculosis H37Rv | AID 2606, 2010 | inhibition, % at 5.96 µM | hit rate 0.048% among 320,000 | P9WHR9; in the data active = inhibition above about 38%;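 also: extracellular domain of Rv3671c used as enzyme; 0% = enzyme with DMSO and 100% = no enzyme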
SARS 3CLpro inh = SARS-CoV 3CLpro protease inhibitors, primary screen, biochemical, quenched FRET | Replicase polyprotein 1ab (Severe acute respiratory syndrome coronavirus), P0C6X7 | recombinant SARS-CoV 3CLpro, quenched FRET peptide cleavage | inhibition, % at 6 µM | hit rate 0.14% among 290,000 | AID 1706, 2009; in the data active = inhibition above about 12%
PriA SSB inh = inhibitors of Klebsiella pneumoniae PriA binding to SSB C-terminal tail, primary screen, biochemical, AlphaScreen | PriA–SSB C-terminal tail interaction (Klebsiella pneumoniae) | AlphaScreen SSBct-PriA binding, biotinylated peptide | inhibition, % at 33 µM | hit rate 0.6% among 430,000; in the data active = inhibition mostly above about 37%, no sharp cut-off; inactive = mostly below about 20%;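 also: plate controls were negative control peptide for no effect and reference peptide for full effect; strong numbers were not always called active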
Anthrax LF inh2 = Bacillus anthracis LF protease inhibitors, primary screen, biochemical, multiplex microsphere, MLPCN library | Lethal factor (Bacillus anthracis), P15917 | multiplex microsphere protease cleavage assay | inhibition, % at 10 µM | hit rate 0.12% among 360,000 | AID 588501, 2011; in the data active = inhibition above about 30%; also: plate controls were buffer without enzyme for full effect and enzyme alone for no effect
Target sequence (P15917 whole entry, looked up): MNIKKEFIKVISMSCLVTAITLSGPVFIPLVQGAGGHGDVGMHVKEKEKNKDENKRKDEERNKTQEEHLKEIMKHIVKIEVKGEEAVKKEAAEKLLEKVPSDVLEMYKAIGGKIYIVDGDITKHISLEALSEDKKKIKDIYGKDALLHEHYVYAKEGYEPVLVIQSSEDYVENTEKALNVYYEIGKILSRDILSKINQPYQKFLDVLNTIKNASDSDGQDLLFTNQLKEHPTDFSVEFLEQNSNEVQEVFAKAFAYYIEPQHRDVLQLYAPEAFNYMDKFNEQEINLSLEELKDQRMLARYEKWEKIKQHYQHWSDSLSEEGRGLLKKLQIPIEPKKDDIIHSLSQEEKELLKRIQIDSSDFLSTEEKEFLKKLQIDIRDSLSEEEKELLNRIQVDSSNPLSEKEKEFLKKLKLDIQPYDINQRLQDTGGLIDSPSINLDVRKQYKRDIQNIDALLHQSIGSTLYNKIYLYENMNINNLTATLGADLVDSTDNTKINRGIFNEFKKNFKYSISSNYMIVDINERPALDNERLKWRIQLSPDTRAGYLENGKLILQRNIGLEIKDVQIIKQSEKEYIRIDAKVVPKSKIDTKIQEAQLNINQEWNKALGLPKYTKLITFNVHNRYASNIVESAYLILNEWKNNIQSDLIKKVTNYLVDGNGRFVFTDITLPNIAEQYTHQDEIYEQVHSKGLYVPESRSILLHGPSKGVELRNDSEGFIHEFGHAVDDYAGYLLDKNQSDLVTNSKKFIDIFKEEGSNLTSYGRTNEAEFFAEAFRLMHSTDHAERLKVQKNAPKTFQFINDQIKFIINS
TcdB inh = TcdB glycohydrolase inhibitors, primary screen, biochemical, single point, plate reader; Toxin B (Clostridioides difficile), P18177; TcdB glycohydrolase enzymatic assay; inhibition, % at 9.99 µM; hit rate 0.24% among 350,000; in the data active = inhibition above about 10%
BH1578 lux ind = inducers of Vibrio cholerae quorum light production without autoinducers, primary screen, BH1578 luxS cqsA deficient, single point; V. cholerae BH1578 lux reporter, luminescence, 6 h; activation, % at 18.7 µM; hit rate 0.16% among 350,000; AID 588436, 2011; in the data active = activation mostly above about 9.7%, no sharp cut-off; also: not every result past the cut was called active; inactives centre near 0; reference of the scale not given here
VHR inh abs = VHR1 phosphatase inhibitors, primary screen, biochemical, absorbance, uHTS. Dual specificity protein phosphatase 3 (Homo sapiens), P51452. recombinant VHR phosphatase, pNPP absorbance. inhibition, % at 13.3 µM. hit rate 0.52% among 290,000; in the data active = inhibition above about 50%; also: some compounds called inactive have numbers as strong as hits
Target sequence (P51452 whole entry, looked up): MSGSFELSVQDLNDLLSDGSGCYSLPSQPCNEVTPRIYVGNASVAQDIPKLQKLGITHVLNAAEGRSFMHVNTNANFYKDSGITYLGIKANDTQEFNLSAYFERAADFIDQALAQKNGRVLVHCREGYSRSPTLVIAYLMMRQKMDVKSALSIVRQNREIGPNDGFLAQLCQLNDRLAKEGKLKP
MazF activator = activators of E. coli MazEF toxin-antitoxin RNase, primary screen, biochemical, fluorescence, uHTS | Endoribonuclease toxin MazF (Escherichia coli (strain K12)), P0AE70 | FAM/BHQ RNA-DNA oligo cleavage fluorescence, 5 h | activation, % at 20 µM | hit rate 0.32% among 350,000 | AID 504720, 2011; in the data active = activation above about 50%
* hit, by the source's call; i = inactive; . = no result given; & = joins results of further samples. Only part of the results is shown; count on the stated rates, not on these rows.

SMILES	PfHsp40 rescue	Yp Topo-I inh	Rv3671c protease	SARS 3CLpro inh	PriA SSB inh	Anthrax LF inh2	TcdB inh	BH1578 lux ind	VHR inh abs	MazF activator
Cc1ccc([N+](=O)[O-])cc1NCC(=O)NN	-1.3	-4	11	8	-4	0	1.5	0.7	-8	3
O=C(COC(=O)c1cc(Cl)nc(Cl)c1)NCc1ccc2c(c1)OCO2	2.1	6	1	.	-2	-2	0.1	-0.6	.	3
CC(=O)NC(CCS(C)(=O)=O)C(=O)Nc1ccc(C)c(F)c1 (stereo not given)	-0.1	0	3	-3	-4	0	.	i	13	5
N/N=C/C(=N\Nc1ccc(Cl)cc1)C(=O)c1ccncc1	-0.1	1	-3	4	.	-8	1.3	-0.4	0	5
COc1ccc(CCNC(=O)c2ccc3c(c2)NC(=O)C(C(C)C)N3)cc1OC (stereo not given)	-0.1	1	-36	4	-19	2	0.0	-0.2	28	13
O=C(COc1ccc(Cl)cc1)NN=C1CCCCCCC1	-1.4	11	-1	-2	-3	1	0.7	-0.3	37	-1
CCO[C@H]1OC(C(N)=O)=C[C@@H](c2ccccc2)[C@@H]1CCCO	-2.1	16	2	2	-4	-4	0.9	-0.6	12	7
O=C(O)Cn1c2c(c3ccccc31)CSc1ccc(Cl)cc1-2	-0.3	-4	10	7	-1	-10	-1.7	-10	17	5
COc1c(C)cc(Br)cc1C(=O)Nc1ccc(C)cc1[N+](=O)[O-]	0.0	1	7	2	-20	2	.	0.0	16	-15
Cc1ccccc1OCCN1CCCC1	0.0	-19	8	1	-10	0	-1.3	i	4	2
COc1ccccc1CNC(=O)CCN=C1NS(=O)(=O)c2ccccc21	-0.5	5	-4	.	-6	.	1.1	i	.	10
Cn1cc(C(=O)NC2CCCCC2)c(=O)c2cc(S(=O)(=O)N3CCCC3)ccc21	-0.7	6	5	-7	-14	9	0.5	-0.4	-12	8
N#CC1=C(SCC(=O)c2ccc(Cl)cc2)NC2=C(C(=O)CCC2)C1c1ccco1 (stereo not given)	10.0	4	4	.	10	7	.	i	0	-1
CCCCN(CCCC)C(=O)CCS(=O)(=O)c1ccc2c(c1)n(C)c(=O)c(=O)n2C	1.0	5	-2	-1	-34	1	.	-1.4	21	3
O=C(CCS(=O)(=O)Cc1ccc(Cl)cc1)NCCc1ccccc1	-1.0	9	-14	2	-1	2	1.0	i	-5	9
O=C(CCn1cccc1)NCc1ccc(Cl)cc1	0.7	7	2	2	6	4	.	5.3	25	11
CN(C)CCCN1C(=O)C(O)=C(C(=O)c2cc3ccccc3o2)C1c1ccccc1 (stereo not given)	-1.6	-1	0	-3	-3	-1	.	i	23	3
O=C(CCS(=O)(=O)c1ccc(Br)s1)NCc1cccs1	-0.3	-8	-8	4	-7	-2	.	-0.4	0	-3
COc1ccc(CCn2c(N)c(C(=O)NCc3ccco3)c3nc4ccccc4nc32)cc1	-0.6	10	-12	6	0	1	-0.7	i	-6	-7
CC(CCc1ccccc1)NC(=O)CN(C)Cc1ccc(F)cc1 (stereo not given)	1.1	13	-7	5	-1	-6	2.1	-0.5	-1	1

The list goes on; the last 4 above are carried over.
SMILES	PfHsp40 rescue	Yp Topo-I inh	Rv3671c protease	SARS 3CLpro inh	PriA SSB inh	Anthrax LF inh2	TcdB inh	BH1578 lux ind	VHR inh abs	MazF activator
CN(C)CCCN1C(=O)C(O)=C(C(=O)c2cc3ccccc3o2)C1c1ccccc1 (stereo not given)	-1.6	-1	0	-3	-3	-1	.	i	23	3
O=C(CCS(=O)(=O)c1ccc(Br)s1)NCc1cccs1	-0.3	-8	-8	4	-7	-2	.	-0.4	0	-3
COc1ccc(CCn2c(N)c(C(=O)NCc3ccco3)c3nc4ccccc4nc32)cc1	-0.6	10	-12	6	0	1	-0.7	i	-6	-7
CC(CCc1ccccc1)NC(=O)CN(C)Cc1ccc(F)cc1 (stereo not given)	1.1	13	-7	5	-1	-6	2.1	-0.5	-1	1
CCOC(=O)C1CCCN(C2=NC(=O)/C(=C/c3ccc(OC)cc3)S2)C1 (stereo not given)	0.8	26	-8	-4	0	0	0.6	1.4	-12	5
Cc1nc2c(C)cccc2c2c1CCN2c1ccccc1F	-0.3	-4	5	1	-4	35*	2.9	-0.5	-16	8
C/C(CC(=O)Nc1cc(C)ccn1)=N\NC(=O)c1ccc(C(C)(C)C)cc1	-1.9	-14	-6	2	.	-2	2.7	-0.3	11	16
Cc1ccc(N=Nc2c(O)[nH]c(=O)[nH]c2=O)c([N+](=O)[O-])c1	0.3	-4	-5	-1	-9	0	.	i	28	-8
COc1ccc([C@H]2CC(=O)C=C(c3ccc(Cl)c(C(F)(F)F)c3)C2)cc1	6.9	-10	-21	.	-2	-9	-0.4	-0.7	.	-4
COc1cc(NC(=O)[C@H]2CSCN2C(=O)[C@@H]2CCC(=O)N2)cc(OC)c1OC	0.0	-8	-8	-5	3	-3	1.1	-0.2	36	-16
COc1ccc(NS(=O)(=O)c2ccc(F)c(F)c2F)cc1S(=O)(=O)N1CCOCC1	-0.4	5	-2	.	-2	-2	0.1	0.2	.	3
COc1cccc(N2CCN(c3ccc4nnc(CCC(=O)N5CCC(C)CC5)n4n3)CC2)c1	0.2	19	-11	-4	3	0	2.1	i	8	11
COCCN(C(=O)COC(=O)CCOc1ccccc1)c1c(N)n(Cc2ccccc2)c(=O)[nH]c1=O	0.5	-7	-4	.	3	3	0.9	i	.	-3
CCCCC(=O)Nc1ccc(C(=O)Nc2ccc3c(c2)OCO3)cc1	-0.8	6	2	1	-6	-4	3.7	-0.4	-2	5
CCOC(=O)CN(C(=O)CNC(=O)c1ccco1)C(C(=O)NC1CCCCC1)c1cccc(OC)c1 (stereo not given)	0.1	1	-1	.	-7	3	.	.	18	5
NC(=O)C1CCN(C(=O)CCSCc2ccccc2)CC1	-1.8	-15	-8	-1	4	12	0.1	i	4	3
O=C(Nc1cccc(Cl)c1)NC1CC2CCC(C1)N2Cc1cccs1 (stereo not given)	0.2	-10	5	-1	0	1	1.3	-0.3	34	4
CCOC(=O)C(C(=O)OCC)C1CCS(=O)(=O)C1 (stereo not given)	-0.8	5	9	4	-16	-1	.	i	18	-4
COC(=O)[C@H](CCSC)NC(=O)Cn1cc(C)c(=O)[nH]c1=O	-0.7	0	.	.	-5	-3	1.4	-0.7	.	12
CC1CC(C)(C)CC2(C1)NC(=O)N(CC(=O)NCC(c1ccco1)N1CCCCC1)C2=O (stereo not given)	-0.5	10	-2	3	6	5	.	-0.2	18	-1
Cn1nc(C(=O)NNC(=O)COc2ccccc2)c2ccccc2c1=O	-0.2	0	-7	-6	-5	0	-0.1	-0.2	3	-3
CCCNC(=O)c1c(N)n(-c2ccc(S(N)(=O)=O)cc2)c2nc3ccccc3nc12	-0.3	3	-13	-7	-3	0	.	i	28	-6
COc1ccccc1NC(=O)C1=C(C)NC(=O)NC1c1ccc(C)cc1 (stereo not given)	-0.8	0	-2	-5	3	-7	0.9	.	2	0
CC(C)C(C)NC(=O)CN1C(=O)NC2(CCCCCC2)C1=O (stereo not given)	3.8	2	-5	-1	-6	-1	1.1	-0.3	-6	3
Cc1cc2nc(-c3ccc(SCc4ccccc4C#N)nc3)[nH]c2cc1C	-0.6	-6	-26	-1	4	-3	-0.8	i	3	-9
CCCNC(=O)C1(C)CCCN(Cc2ccc3ccccc3c2)C1 (stereo not given)	.	27	.	.	.	4	0.1	i	.	.
CCOC(=O)c1c(-c2ccc(OC)cc2)oc2cc(Br)c(O)cc12	-0.1	11	-1	1	-4	3	1.6	-1.9	6	-5
Cc1ccc2nc(SCC(=O)N3CCCC3)nc(=O)n2c1	-0.5	4	-2	.	-3	1	-4.1	-0.7	.	7
Cc1cccc(NS(=O)(=O)c2ccc(C(=O)NCCCN3CCOCC3)cc2)c1C	-1.4	-1	.	-5	6	-8	1.3	-0.5	-24	3
Cc1nc(-c2cn[nH]c2)c2cc(C)oc2n1	-0.6	3	-4	-1	-14	-1	.	-1.3	32	3
COc1ccc(CCNC(=O)CSc2ccc(-c3cccs3)nn2)cc1	0.2	12	2	1	1	-2	0.5	i	23	10
O=C(C1CC1)N1CCN=C1SCc1cccc(C(F)(F)F)c1	19	-3	4	4	-26	-3	.	0.0	26	1
CC(=O)Oc1ccc(S(=O)(=O)c2ccc(OC(C)=O)cc2)cc1	-0.6	-13	-4	5	-2	8	-1.9	i	13	-14
CC(C)(C)C1=NN(C(=O)c2ccccc2)C(O)(C(C)(C)C)C1 (stereo not given)	0.5	-1	-7	2	2	-5	.	0.7	17	-1
Fc1cccc(Cl)c1CSc1ccc(-c2ccco2)nn1	4.2	-11	-11	4	8&-5	-7	-0.2	i	11	1
COCCn1c(SCC(=O)N2CCc3ccccc32)nc2c(c1=O)SC(C)C2 (stereo not given)	-0.1	20	-6	.	-4	-1	0.9	-1.5	-1	8
Cc1ccc(-c2nnc(SC(C)C#N)n2N)cc1 (stereo not given)	1.4	-2	7	1	-14	5	.	-9.1	-5	1
CCOC(=O)C[N+]1(C)CCN(C(C)=O)CC1	-1.7	-9	-3	4	-1	-4	1.0	-0.4	45	1
O=C(CSc1n[nH]c(-c2ccco2)n1)Nc1ccccc1	-0.4	-3	3	.	-13	4	0.9	i	.	2
Cc1cc(C)n(-c2nc(C)nc3c2cnn3-c2ccccc2)n1	-1.7	-6	-7	6	-7	-4	-0.5	-3.3	-2	16
CC(CC1CC(C)(C)OC1=O)C(=O)Nc1nncs1 (stereo not given)	-0.7	-11	3	2	-5	-4	.	-2.0	39	1
O=C(O)c1cnn2c(C(F)F)cc(C3CC3)nc12	2.4	0	-3	-4	-4	1	.	i	-4	-6
Cc1cc(C)n(C(=O)CNC(=O)c2ccc(Cl)cc2Cl)n1	0.6	7	-4	-1	-14	3	0.5	-0.2	5	7
Cc1ccccc1OCC(=O)N/N=C/c1ccncc1	-1.6	4	2	2	.	-1	.	-0.4	13	8

Part of the list above, showing only VHR inh abs, MazF activator and Anthrax LF inh2.
mol	VHR inh abs	MazF activator	Anthrax LF inh2
Cc1ccc(N=Nc2c(O)[nH]c(=O)[nH]c2=O)c([N+](=O)[O-])c1	28	-8	0
COc1ccc([C@H]2CC(=O)C=C(c3ccc(Cl)c(C(F)(F)F)c3)C2)cc1	.	-4	-9

Further records follow.
SMILES	PfHsp40 rescue	Yp Topo-I inh	Rv3671c protease	SARS 3CLpro inh	PriA SSB inh	Anthrax LF inh2	TcdB inh	BH1578 lux ind	VHR inh abs	MazF activator
CCC(=O)Nc1ccc(C(=O)Cn2ncc(Cl)c(Cl)c2=O)cc1	0.1	-6	-3	4	-1	2	1.0	i	10	0
Cc1ccc(CC2C(=O)N(c3ncccn3)C(=O)C2C)cc1 (stereo not given)	1.1	1	-1	1	-7	-8	2.7	-0.3	34	7
c1ccc2c(c1)OCC(CNCC1COc3ccccc3O1)O2 (stereo not given)	1.5	6	4	1	-7	13	1.3	i	24	0
Cc1ccccc1C1NC(=S)NC2=C1C(=O)CCC2 (stereo not given)	0.0	8	2	3	-4	-5	-1.3	-0.5	14	-5
Cc1ccc(C)c(N2CCN(C(=O)c3ccc(N4CCCC4=O)cc3)CC2)c1	-0.6	7	8	-2	-1	-3	.	-0.3	17	11
